# Compound activity (PubChem BioAssay)
# RmlCD inh mix = RmlC and RmlD coupled enzyme inhibitors, primary screen, biochemical, 384-well, compound mixtures, retest. 0.39% of 110,000 active. inhibition, % at 5.5 µM. RmlC/RmlD coupled enzyme inhibition, 384-well mixture HTS; in the data active = inhibition above about 30%, passing the limit was not always enough; note: strong numbers were not always called active
# RT RNaseH block = HIV-1 RT RNase H inhibitors, primary screen, biochemical, fluorescence | Gag-Pol polyprotein (Human immunodeficiency virus type 1 group M subtype B (isolate … | RT-RNase H RNA/DNA duplex cleavage | inhibition, % at 10 µM | 1.9% of 65,000 active | AID 565, 2006; in the data active = inhibition above about 50%
# An asterisk follows results filed as active; · = not tested or not shown.
SMILES,RmlCD inh mix,RT RNaseH block
CCCCCn1c(CN2CCCCC2CC)nc2c1c(=O)n(C)c(=O)n2C (stereo not given),11,-8
CCCNC(=O)c1c(CSc2ccccc2)noc1C(=O)NCc1ccccc1,14,·
O=C(CSc1nnc(Cc2ccccc2)o1)NCCN1C(=O)CSC1=O,-12,4
CC(=O)c1cccc(N(CC(=O)Nc2ccc(F)cc2F)S(C)(=O)=O)c1,6,·
COc1cccc(C(=O)N(Cc2cc3cc(C)ccc3[nH]c2=O)C(C)C)c1,-5,-12
O=C(Oc1cccc2ccccc12)c1ccncc1,5,·
c1ccc2c(SCc3cn4cccnc4n3)ncnc2c1,-6,-24
COC(=O)[C@H](CC(C)C)NC(=O)N1CCN(c2cccc(C(F)(F)F)c2)CC1,-9,·
CC(=O)c1cccc(NC(=O)CCNS(=O)(=O)c2cccc(C(C)=O)c2)c1,-28,-12
CC[C@@H]1C=CC=CC[C@H](C)[C@@H](O)[C@@H](C)C(=O)[C@H](C)[C@@H](O)[C@H](C)C(=O)[C@H](C)[C@@H](O)[C@H](C)C=CC(=O)O[C@H]2[C@@H](C)[C@@H](CC1)O[C@@]1(CC[C@@H](C)[C@@H](C[C@H](C)O)O1)[C@@H]2C,-25,·
C=CCn1c(COc2cccc3ccc(C)nc23)nnc1SCC(=O)O,-2,0
CSCCC1NC2(C(=O)Nc3c(C)cc(Cl)cc32)[C@@H]2C(=O)N(C3CCCC3)C(=O)[C@H]12 (stereo not given in full),8,7
O=C(CN1C(=O)CC(c2ccco2)Sc2ccccc21)NCc1ccc2c(c1)OCO2 (stereo not given),·,-13
Cc1cccc(CSc2nncc(=O)[nH]2)c1,10,-10
CCOC(=O)c1ccc(N2C(=O)c3n[nH]c(C)c3C2c2ccco2)cc1 (stereo not given),-34,2
CCCNC(=O)c1ccc(N(Cc2ccccc2)S(C)(=O)=O)cc1,6,·
Nc1cc(-c2ccc(Br)cc2)[nH]n1,·,-12
Cn1nc(CC(=O)Nc2cccc3ncccc23)c2ccccc2c1=O,-10,-6
COc1cc(OC)cc(C(=O)NCCCN2CCOCC2)c1,-17,·
COc1ccnc(NCc2cccc(C(F)(F)F)c2)c1C#N,14,·

# Full records from above:
# CCOC(=O)c1ccc(N2C(=O)c3n[nH]c(C)c3C2c2ccco2)cc1 (stereo not given) across the screens: RmlCD inh mix: -34; RT RNaseH block: 2
# COc1ccnc(NCc2cccc(C(F)(F)F)c2)c1C#N across the screens: RmlCD inh mix: 14; RT RNaseH block: ·
# CSCCC1NC2(C(=O)Nc3c(C)cc(Cl)cc32)[C@@H]2C(=O)N(C3CCCC3)C(=O)[C@H]12 (stereo not given in full) across the screens: RmlCD inh mix: 8; RT RNaseH block: 7

# Going on with the list.
SMILES,RmlCD inh mix,RT RNaseH block
O=C(CCn1c(=O)c2sccc2n(CC(=O)OCc2ccccc2)c1=O)NCc1ccccc1,-11,·
O=C(CN1CCN(Cc2ccccc2)C1=O)NCc1ccc(Cl)cc1,-10,-8
Cc1cc(NC(=O)c2ccoc2C)no1,-4,·
CCCN1C(=O)c2cc(C(=O)NCCc3cccc(C)c3)ccc2C1O (stereo not given),-14,-2
c1ccc(-c2ccc(-c3nc(-c4cccnc4)no3)cc2)cc1,5,8
O=C(c1cc(-c2ccncc2)nc2ccc(Cl)cc12)N1CCN(C(=O)C2CCCO2)CC1 (stereo not given),-6,-8
CCOc1cc(S(=O)(=O)N2CCC(C(N)=O)CC2)ccc1F,-10,·
O=C1C=C(c2cccnc2)CCC1,7,·
CSCC[C@H](NC(=O)NCCc1ccc(F)cc1)C(=O)O,-12,-10
CC(C)(C)NC(=O)C(c1ccncc1)N(Cc1cccs1)C(=O)Cn1nnc(-c2ccc(F)cc2)n1 (stereo not given),2,·

# Retrieved by compound from above (three):
SMILES,RmlCD inh mix,RT RNaseH block
O=C(c1cc(-c2ccncc2)nc2ccc(Cl)cc12)N1CCN(C(=O)C2CCCO2)CC1 (stereo not given),-6,-8
Cc1cc(NC(=O)c2ccoc2C)no1,-4,·
CC(C)(C)NC(=O)C(c1ccncc1)N(Cc1cccs1)C(=O)Cn1nnc(-c2ccc(F)cc2)n1 (stereo not given),2,·

# The list continues:
SMILES,RmlCD inh mix,RT RNaseH block
C=CCNc1ccc(F)c(F)c1N1CCCCCC1=O,6,-4
CCOC(=O)Cn1c(CN2CCc3ccccc3C2)nc2c1c(=O)n(C)c(=O)n2C,13,-18
CCOc1cc(CNCc2ccncc2)cc(Br)c1OCc1ccc(F)cc1,16,·
CCOC(=O)c1ccc(N=c2sc(C(=O)OC)cc(=O)n2C2CC2)cc1,17,14
CN(C)S(=O)(=O)c1ccc(C(=O)NCc2ccccc2)cc1,6,-3
O=C(O)CSC1CC(=O)N(c2cccc(Cl)c2)C1=O (stereo not given),-4,10
O=C(c1ccco1)N1CCN(C(=O)N2CCOCC2)CC1,-60,-1
CCOc1ccccc1NC(=O)NC1CC2CCCC(C1)N2Cc1nnnn1CCc1ccccc1 (stereo not given),-6,-6
O=C(NCCc1ccccc1)C(=O)NC1CCCCC1,-12,·
Cc1cc(C)cc(CC2CC(=O)N(c3ccc(Cl)cn3)C2=O)c1 (stereo not given),-1,·
O=C(N1CCCCCC1)N1CCN(S(=O)(=O)c2ccccc2)CC1,4,·
COC(=O)C(O)(NC(=O)OCc1ccccc1)C(F)(F)F (stereo not given),2,-9
Cc1ccc(CN2CCCNC2=O)cc1,-15,·
O=C(NC1CCSC1=O)c1ccc(Cl)cc1 (stereo not given),8,-6
Cc1ccc(N2CC(C(=O)Nc3nccs3)CC2=O)cc1Cl (stereo not given),-11,·
COc1ccccc1CNC(=O)CN1CCC(NC(=O)c2ccccc2F)CC1,-11,·
COc1ccc(-n2c(=O)c3ccccc3n(CC(=O)NC3CCCCC3)c2=O)c(OC)c1,4,-1
Cc1ccc(NC(=O)C2CCC(=O)N2)cc1C (stereo not given),1,·
Cc1c(N=Cc2ccc[nH]2)c(=O)n(-c2ccccc2)n1C,-5,-1
CC(C)C(=O)Nc1ccc(NC(=O)c2ccccn2)cn1,-10,7
C=CCc1ccc(OCCn2cccc2C=O)c(OC)c1,-30,·
CCOC(=O)N1CCN(Cc2nc(-c3ccc(OC)cc3)no2)CC1,13,-8
CCOc1cc(S(=O)(=O)NCc2ccccc2)c(OCC)cc1-n1cnnn1,28,·
CCC(=O)N1CCc2cc(S(=O)(=O)NCCC(=O)NC3CCCc4ccccc43)ccc21 (stereo not given),6,-8
Cc1ccc(-n2ncc(C#N)c2/N=C/N2CCN(C)CC2)cc1,14,-4
COc1ccccc1NC(=O)C1CCN(c2ncccn2)CC1,-7,-40
Cc1ccc(C)c(S(=O)(=O)Nc2ccc(O)cc2)c1,7,-9
COc1ccccc1C(=O)Oc1ccc(C(C)(C)C)cc1,-13,·
S=c1[nH]nc(Cc2c[nH]c3ccccc23)o1,6,36
CC(=O)c1c(C)[nH]c(C(=O)Nc2cc(C)cc(C)c2)c1C,-10,·
COc1ccccc1NC(=S)N1C2CCC1CC(NC(=O)NC13CC4CC(CC(C4)C1)C3)C2 (stereo not given),0,·
Cc1cc(C)cc(N(CC(=O)NCCSc2ccccn2)S(=O)(=O)c2ccccc2)c1,-10,·
CC1CCCCC1NC(=O)CCn1c(=O)oc2ccccc21 (stereo not given),-8,-13
CC(Sc1ccc2c(c1)OCCO2)C(=O)Nc1ccc2c(c1)OCO2 (stereo not given),-17,-11
O=C1NCCc2cc3c(cc21)OCO3,9,·
CCC1=NN=C(c2ccc(F)cc2)C(c2c[nH]c3ccccc23)N1O (stereo not given),-11,·
Cc1ccc(-c2[nH]c3cc(C(=O)NCCCn4ccnc4)ccc3c(=O)c2O)cc1,0,·
COc1ccc(Nc2ccnc3ccccc23)cc1,24,-11
CCOC(=O)c1cccc(NS(=O)(=O)c2cnc[nH]2)c1,-6,-4
Cc1ccc2nsnc2c1NS(=O)(=O)c1c(C)ccc2nsnc12,10,-8
O=S(=O)(c1ccccc1)c1nc(-c2ccco2)oc1N1CCCCCC1,4,-73
CN(C(=O)COC(=O)C1c2ccccc2Oc2ccccc21)C1CCS(=O)(=O)C1 (stereo not given),4,-12
CC(=O)c1cc2c(cc1NC(=O)C1CC=CCC1C(=O)O)OCO2 (stereo not given),-8,3
Cn1c(SCc2nc3ccccc3[nH]2)nnc1-c1cnccn1,·,-11
Clc1cccc(Cl)c1-c1nnc2ccc(N3CCOCC3)nn12,-1,-49
Cc1ccc2c(c1)c1c(n2CC(O)Cn2c(C)nc3ccccc32)CCCC1 (stereo not given),3,·
Cc1cc(C)n2nc(NCc3ccccc3)nc2n1,25,-21
C/C(=N\NC(=O)c1csc(C)c1C)c1ccco1,-10,·
CCC(C)(C)NC(=O)C(c1ccc(OC)cc1)N(CC1CCCO1)C(=O)CCC(=O)Nc1cc(C)on1 (stereo not given),-11,·
CCOc1ccc(NC(=O)N2CCN(CC)CC2)cc1,2,-5

# 6 successive records out of the list so far:
SMILES,RmlCD inh mix,RT RNaseH block
Clc1cccc(Cl)c1-c1nnc2ccc(N3CCOCC3)nn12,-1,-49
Cc1ccc2c(c1)c1c(n2CC(O)Cn2c(C)nc3ccccc32)CCCC1 (stereo not given),3,·
Cc1cc(C)n2nc(NCc3ccccc3)nc2n1,25,-21
C/C(=N\NC(=O)c1csc(C)c1C)c1ccco1,-10,·
CCC(C)(C)NC(=O)C(c1ccc(OC)cc1)N(CC1CCCO1)C(=O)CCC(=O)Nc1cc(C)on1 (stereo not given),-11,·
CCOc1ccc(NC(=O)N2CCN(CC)CC2)cc1,2,-5

# (listing goes on)
SMILES,RmlCD inh mix,RT RNaseH block
COc1ccc(C2Nc3ccccc3C(=O)N2Cc2ccco2)cc1CN1C(=O)c2ccccc2C1=O (stereo not given),1,29
COc1ccc(C(CCN2CCN(c3ccccc3)CC2)c2c(O)cc(OC)cc2OC)cc1 (stereo not given),6,·
CCCCCCc1cc2cc(-c3nnc(-c4cc(OC)c(OC)c(OC)c4)o3)c(=O)oc2cc1O,69*,·
CCOC(=O)CSc1nc2c(c(=O)n(C)c(=O)n2C)n1Cc1ccccc1F,-9,-12
COCCNC(=O)C(c1ccco1)N(Cc1ccc(OC)cc1)C(=O)Cn1nnc2ccccc21 (stereo not given),·,-9
O=C(Nc1cccc(C(=O)O)c1)/C(=C\c1ccccc1)NC(=O)c1ccccc1Cl,13,·
COc1ccc(-n2c(=S)[nH]c3cc(C(=O)NCCCN4CCCC4=O)ccc3c2=O)c(OC)c1,-9,·
Cc1ccc(N2CCN(C(=O)CCc3nc4ccccc4[nH]3)CC2)c(C)c1,4,·
FCCCOc1ccc(/C=N/OCc2c(Cl)cccc2Cl)cc1,-8,·
COC(=O)c1c(NC(=O)c2ccco2)sc2c1CCC2,-24,·
Cn1cnnc1SCc1ccccc1Br,8,-19
Cc1ccc(S(=O)(=O)N2CCC(=O)N(C(COCc3cccc(Cl)c3)Cc3ccccc3)CC2)cc1 (stereo not given),-7,·
COc1cccc(C2c3c(oc4ccccc4c3=O)C(=O)N2c2ccccn2)c1 (stereo not given),8,46
Cc1ccc(S(=O)(=O)N(C)c2ccc(OCC(=O)NCc3ccco3)cc2)cc1,-15,·
CCOc1cccc(-c2nnc3sc(COc4ccccc4)nn23)c1,-12,24
CCCCOc1ccc(C(=O)Nc2cc(C)c(OCC(=O)N3CCOCC3)c(C)c2)cc1,-12,·
O=C(Nc1ccc2c(c1)OCCO2)C1CCN(C(=O)c2ccccc2)CC1,-11,·
NC(=O)CSc1nnc(Cn2c(=O)sc3ccccc32)n1-c1cccc(Cl)c1,7,-15
CC(C)Oc1snc(Cl)c1C(N)=O,·,-7
COc1ccc(S(=O)(=O)NC(CC(=O)NC2CCCC2)c2ccco2)cc1 (stereo not given),-1,1
O=c1c2cnn(-c3ccccc3)c2ncn1Cc1ccccc1F,9,-73
CCCCNC(=O)C(Cc1ccccc1)NS(=O)(=O)c1ccc2c(c1)c(=O)n(C)c(=O)n2C (stereo not given),-1,·
C=CCn1c(Cc2c[nH]c3ccccc23)n[nH]c1=S,-12,54*
CC(/C=C/c1ccccc1)=N/O,-12,-7
CCC(C)N(C)C(=O)c1cc2ccccc2c(-c2ccccc2Cl)n1 (stereo not given),4,·
COc1ccc(N2CCN(C(=O)CSc3nnc4ncccn34)CC2)cc1,-8,3
COCCc1ccc(OCC(O)CNC(C)C)cc1 (stereo not given),-13,-1
Cc1ccc(Cn2ccc(NC(=O)c3cc(-c4ccccc4)on3)n2)cc1,14,21
Cc1ccc2[nH]c(=O)c(CN(CCN3CCOCC3)C(=O)Nc3ccc(F)cc3)cc2c1,7,2
COc1ccc(CCNC(=O)c2cnc3n(c2=O)CCS3)cc1OC,-7,-6
O=S(=O)(c1ccc2c(c1)oc1ccccc12)N1CCOCC1,7,-8
COc1cc(OC)c(NC(=O)CCNC(=O)Cn2cnc3ccccc3c2=O)cc1Cl,5,0
CCn1c(SCC(=O)NCCc2ccc(F)cc2)nnc1-c1cccs1,7,-14
O=C(NCc1ccco1)c1cnn2c(C(F)(F)F)cc(-c3ccco3)nc12,-12,-3
COc1cc(C(CCN2CCCC2)c2c(OC)cc(OC)c3c(C)cc(=O)oc23)cc(OC)c1OC (stereo not given),26,·
CC1CCCCC1NC(=O)COC(=O)c1ccc(S(=O)(=O)N2CCOCC2)cc1 (stereo not given),-5,-16
COc1ccc(N2CCN(Cc3nc(N)nc(N4CCCc5ccccc54)n3)CC2)cc1,1,-8
O=C(NC1CCCCC1)c1ccc(CNc2c(N3CCOCC3)c(=O)c2=O)cc1,64,·
COc1ccc(Cc2nc(C(=O)Nc3ccc(Cl)cc3)cs2)cc1,-2,·
C=CCn1c(SCC(=O)Nc2cc(C)nn2-c2ccccc2)nnc1C1CCCCC1,-9,-8
Cc1ccc(OC(=O)c2ccccc2P(=O)(O)O)cc1,9,·
CCn1c(SCC(=O)Nc2oc(-c3ccccc3)c(-c3ccccc3)c2C#N)nnc1-c1ccco1,12,64*

# These rows are one share of the data; count on the stated rates, not on these rows.
